# Source: PubChem BioAssay
# RXFP1 ag = qHTS Assay for Agonists of the Relaxin Receptor RXFP1; Relaxin receptor 1 (Homo sapiens), Q9HBX9; hit rate 0.3% among 370,000; HEK293T-RXFP1 cAMP TR-FRET, 30 min; response scale: percent of porcine relaxin response, buffer zero; Potency, µM (series often up to 57.5 µM), without a hit: at the highest dose activation, actives largely listed as activators; note: potency is the fitted concentration of half-maximal effect; % is set by controls: 0 for no effect and ±100 for the full control effect; nearly all actives have a fitted effect of over 60% in size; many of its hits are not listed in these tables
# Target sequence (Q9HBX9 whole entry, looked up): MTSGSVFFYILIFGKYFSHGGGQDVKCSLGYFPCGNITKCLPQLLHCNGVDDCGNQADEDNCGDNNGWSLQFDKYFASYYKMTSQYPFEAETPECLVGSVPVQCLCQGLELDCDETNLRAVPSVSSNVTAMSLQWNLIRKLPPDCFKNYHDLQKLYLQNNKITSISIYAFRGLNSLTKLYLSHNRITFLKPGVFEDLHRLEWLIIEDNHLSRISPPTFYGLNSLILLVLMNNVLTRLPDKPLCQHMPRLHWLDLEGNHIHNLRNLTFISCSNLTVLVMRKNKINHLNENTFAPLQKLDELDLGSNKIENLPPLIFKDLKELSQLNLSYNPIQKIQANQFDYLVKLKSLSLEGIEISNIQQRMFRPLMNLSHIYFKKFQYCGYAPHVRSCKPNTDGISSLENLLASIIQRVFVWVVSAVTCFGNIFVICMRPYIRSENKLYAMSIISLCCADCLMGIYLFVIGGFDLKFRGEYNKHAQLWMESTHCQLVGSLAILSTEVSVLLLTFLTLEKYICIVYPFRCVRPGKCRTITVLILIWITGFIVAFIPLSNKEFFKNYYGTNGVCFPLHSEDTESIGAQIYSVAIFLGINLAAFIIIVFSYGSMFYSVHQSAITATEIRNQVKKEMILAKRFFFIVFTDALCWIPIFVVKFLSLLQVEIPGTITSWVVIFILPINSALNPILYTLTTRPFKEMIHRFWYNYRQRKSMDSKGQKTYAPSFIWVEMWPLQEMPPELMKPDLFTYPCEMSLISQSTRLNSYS
#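 HEK293T cells stably expressing RXFP1 were pretreated with the PDE4 inhibitor Ro 20174, exposed to compounds for 30 min at 37C, lysed, and cAMP was read by TR-FRET. Data normalized to buffer (basal) and 29 nM porcine relaxin (100%).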
# TRHR PAM = qHTS for Small Molecule Agonists and Allosteric Enhancers of Human TRH Receptor: Primary Screen for Enhancers | Thyrotropin-releasing hormone receptor (Homo sapiens), P34981 | TRHR cells, fluo-8 calcium fluorescence, EC20 TRH enhancement | enhancement, % at 2 µM | hit rate 0.66% among 360,000; in the data active = enhancement above about 30%; note: 0% is about no effect
#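 Enhancer read-out: after compound pinning and an initial kinetic agonist-mode read, an EC20 of TRH (10 nM final) was injected and fluo-8 calcium signal (Ex 480/Em 530) followed at 1 s/cycle for 100 cycles in TRHR-expressing cells.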
# D2 potentiator = HTS Assay for Positive Allosteric Modulators of the Human D2 Dopamine Receptor: Primary Screen for Potentiators. D(2) dopamine receptor (Homo sapiens), P14416. HEK293 T-REx D2, calcium flux, EC20 dopamine potentiation. potentiation, % at 10 µM. hit rate 0.34% among 340,000;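 active = potentiation over 3 SD above the plate norm, cut at about 30% in these data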; note: 0% is about no effect
#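 Tetracycline-induced HEK293 T-REx cells force-coupled to calcium signalling expressed D2; compounds were pin-added after a 10 s baseline, read kinetically 180 s, then an EC20 dopamine challenge followed with a further 180 s calcium read.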
# D1 ag = Allosteric Agonists of the Human D1 Dopamine Receptor: qHTS; HEK293 T-REx D1 cells, calcium flux, agonist mode; activation, % at 2 µM; hit rate 1% among 360,000; AID 504660, 2011; in the data active = activation above about 30%; note: 0% is about no effect
#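 Agonism was scored from calcium flux recorded over 180 s (1 read/s) after pintool compound addition, following a 10-cycle baseline. Cells were inducible force-coupled HEK293 TREx D1, plated overnight at 30 C and loaded with no-wash calcium dye.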
# D1 PAM = Potentiators of Human D1 Dopamine Receptor: qHTS. hit rate 0.036% among 360,000. potentiation, % at 10 µM. HEK293 TREx D1 cells, calcium flux, dopamine EC20 potentiation. D(1A) dopamine receptor (Homo sapiens), P21728. AID 504651, 2011; in the data active = potentiation above about 30%; note: 0% is about no effect
# TRHR ag = qHTS for Small Molecule Agonists and Allosteric Enhancers of Human TRH Receptor: Primary Screen for Agonists; activation, % at 2 µM; TRHR cells, calcium flux fluo-8, FDSS agonist mode; AID 493084, 2011; Thyrotropin-releasing hormone receptor (Homo sapiens), P34981; hit rate 0.18% among 360,000; in the data active = activation above about 30%; note: 0% is about no effect
#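 Fluo-8-loaded TRHR cells; 10 s baseline, compound added, kinetic Ca2+ fluorescence read 1/s, agonist mode.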
# Anesthetic bind = qHTS Assay for Identification of Novel General Anesthetics; Ferritin light chain (Equus caballus), P02791; apoferritin/1-aminoanthracene competitive binding, fluorescence; Potency, µM (highest dose often 77.5 µM), without a hit: at the top dose activity change, negative = displacement, most hits filed as inhibitors; hit rate 0.074% among 350,000; AID 485281, 2010; note: potency is the fitted concentration of half-maximal effect; % is set by controls: 0 for no effect and ±100 for the full control effect; nearly all actives have a fitted effect of over 20% in size
# Target sequence (P02791 2-175 limits assumed): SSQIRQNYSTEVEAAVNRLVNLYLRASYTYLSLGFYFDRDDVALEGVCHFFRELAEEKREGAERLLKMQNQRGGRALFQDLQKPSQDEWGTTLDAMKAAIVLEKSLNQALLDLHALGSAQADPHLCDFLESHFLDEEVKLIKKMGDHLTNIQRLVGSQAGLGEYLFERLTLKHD
#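 In PBS, apoferritin at 10 uM is loaded with 1-AMA from a 50% saturated solution. After 10 min of compound exposure at ambient temperature, reduced 535 nm fluorescence indicates probe displacement.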
# RXFP1 antag = qHTS Assay for Antagonists of the Relaxin Receptor RXFP1. Relaxin receptor 1 (Homo sapiens), Q9HBX9. HEK293-RXFP1, relaxin-stimulated cAMP HTRF, 30 min; hits give low values. activity change, negative = inhibition, % at 57.5 µM. hit rate 0.59% among 350,000. AID 1259400, 2018;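 active = activity change of -60% or lower, but not beyond a set lower limit; inconclusive = change between -60% and -40%, or beyond the set limit; inactive = change above -40%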; note: % is set by controls: 0 for no effect and ±100 for the full control effect
# D1 antagonist = Antagonist of Human D 1 Dopamine Receptor: qHTS; HEK293 TREx D1 cells, calcium flux, dopamine EC80; hits give low values; activity change, negative = inhibition, % at 10 µM; hit rate 3.2% among 360,000; AID 504652, 2011; in the data active = activity change below about -30%; note: % is set by controls: 0 for no effect and ±100 for the full control effect
#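 HEK293 T-REx cells expressing inducible, force-coupled D1 receptor; no-wash Ca dye, 30–90 min RT. Cmpd → 180 s read at 1 Hz → EC80 DA → 180 s read.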
# Numbers without * were called inactive; ? = inconclusive; / = not tested or not shown; & = joins results of further samples; [ ] = dose if it differs, or a comment. Unless noted, calls come from the whole dose curve; as a rule, active = well fitted curve in the direction sought with a large enough effect; inconclusive = small, poorly fitted or top-dose-only effect, or another doubt; inactive = no such curve, though single readings can be large; an effect the other way counts as inactive or inconclusive. A portion of the library; count on the stated rates, not on these rows.
# The opening 3 entries, to show the layout:
SMILES	RXFP1 ag	TRHR PAM	D2 potentiator	D1 ag	D1 PAM	TRHR ag	Anesthetic bind	RXFP1 antag	D1 antagonist
Cc1cc(C)nc(SCNC(=O)c2ccc(Cl)cc2)n1	0.6%	-8	-7	3	-2	-1.2	-13%	2	0
COc1ccc(NC(=O)N(CCO)Cc2cc3c(C)cc(C)cc3[nH]c2=O)cc1	3.5%	2	7	2	2	-1.9	-13%	4	2
O=C(/C=C/c1cccc([N+](=O)[O-])c1)Nc1cccc(NC(=O)c2cccs2)c1	-1.2%	18	1	2	0	1.1	-11%	-9	-46*

# The listing (from the top)
SMILES	RXFP1 ag	TRHR PAM	D2 potentiator	D1 ag	D1 PAM	TRHR ag	Anesthetic bind	RXFP1 antag	D1 antagonist
Cc1cc(C)nc(SCNC(=O)c2ccc(Cl)cc2)n1	0.6%	-8	-7	3	-2	-1.2	-13%	2	0
COc1ccc(NC(=O)N(CCO)Cc2cc3c(C)cc(C)cc3[nH]c2=O)cc1	3.5%	2	7	2	2	-1.9	-13%	4	2
O=C(/C=C/c1cccc([N+](=O)[O-])c1)Nc1cccc(NC(=O)c2cccs2)c1	-1.2%	18	1	2	0	1.1	-11%	-9	-46*
c1ccc2oc(-c3csc(N4CCOCC4)n3)cc2c1	-1.8%	8	31*	5	-2	3.0	?	-10	-9
CC(=O)Nc1ccc(NC2(C)C(=O)c3ccccc3C2=O)cc1	-1.4%	-3	-2	2	-4	-0.7	-8%	-2	-27
Cc1ccc(Nc2nc(N)nc(CSC(=S)N3CCN(c4ccccc4)CC3)n2)cc1	0.6%	0	/	2	-2	-0.2	-5%	/	-21
C/C=C/c1ccc(OCCCNC)c(OC)c1	-0.4%	0	-7	4	-3	0.0	-19%	3	/
CCOC(=O)N1CCN(C(=O)CSc2ccc(C(F)(F)F)cc2[N+](=O)[O-])CC1	-0.3%	-3	2	6	-9	-0.5	-8%	-1	3
Cc1cccc(N/C(=N/S(=O)(=O)c2ccccc2)c2ccccc2)n1	0.4%	-1	5	2	0	0.2	-11%	-4	10
CC(=O)N1CCN2C(=O)C1CCCC(=O)c1cc(C(C)C)ccc12 (stereo unspecified)	4.9%	5	-6	-3	-4	0.2	-9%	-27	26
Cc1ccccc1Nc1nc(N)nc(CSc2n[nH]c(N)n2)n1	4.5%	2	-3	3	-1	0.0	7%	12	-18
CCC(NC(=O)CCl)c1ccc(C)cc1 (stereo unspecified)	-3.2%	0	1	1	-1	0.3	?	-4	13
COc1cc(OC)cc(-n2nnnc2SCC(=O)N2CCCc3ccccc32)c1	1.7%	-2	1	8	-5	1.0	4%	-16	-17
O=C(NCc1ccccc1Cl)c1ccccc1NC(=O)c1nsc2ccccc12	4.3%	-3	9	4	-2	0.2	2%	-10	-1
Cc1c(C(=O)N/N=C/c2ccc(Cl)cc2)[nH]c2ccc(Cl)cc12	0.4%	25	1	11	-5	0.1	-8%	-18	7
CCCC1CCc2c(sc(NC(=O)OCC)c2C#N)C1 (stereo unspecified)	-0.9%	6	34*	-3	-2	0.7	-9%	-13	13
CCOC(=O)c1ccc2ncc(C(=O)OCC)c(NCCN3CCOCC3)c2c1	5.2%	-1	-2	3	-3	0.0	-18%	2	-2
CCOC(=O)C1=C(C)NC(=O)NC1c1c(O)ccc2ccccc12 (stereo unspecified)	-0.6%	-2	-3	0	/	-0.1	-2%	/	2
CCN(CC)C(=O)CSc1ncnc2c(-c3ccc(OC)cc3)nsc12	21%	1	-4	1	6	0.4	-3%	/	1
COc1ccc(NC(=O)c2oc3ccccc3c2NC(=O)c2cc(C)cc(C)c2)c(OC)c1	24%	4	-2	3	0	0.1	-6%	/	-3
O=C(NC1CCC(O)CC1)c1cc(-c2ccco2)nc2ccccc12 (stereo unspecified)	5.2%	4	0	2	-2	2.2	4%	-2	5
Cc1ccc(C(=O)NCC(=O)OCC(=O)NCCNC(=O)COC(=O)CNC(=O)c2ccc(C)cc2)cc1	1.7%	12	12	3	-2	1.7	/	-7	4
O=C(Cc1coc2ccc3ccccc3c12)N1CCc2ccccc21	0.9%	-7	-4	2	16	-0.4	0%	-24	13
COc1ccc(OC)c(NC(=O)c2ccc3nc(-c4ccccc4)c(-c4ccccc4)nc3c2)c1	1.1%	-4	6	2	-6	-0.3	3%	/	-2
CNC(=O)CC1C(=O)N(c2ccc(F)cc2)C(=S)N1NC(=O)c1ccc(Br)cc1 (stereo unspecified)	-5.6%	-17	-9	3	0	-0.7	-10%	3	0
CCCCC[C@H](O)/C=C/[C@@H]1[C@@H](C/C=C\CCCC(=O)O)[C@H]2CO[C@@H]1C2	3.3%	8	/	0	-3	5.6	4%&-13%	/	12
CCC(Sc1nc2ccccc2c2nc(-c3ccccc3)nn12)C(=O)Nc1cccc(OC)c1 (stereo unspecified)	1.3%	0	5	0	-4	0.1	-5%	1	16
COc1ccccc1NC(=O)C1CCCN1S(=O)(=O)c1cccc2nsnc12 (stereo unspecified)	1.7%	-3	-7	0	1	0.1	-10%	-10	-18
CCOC(=O)N1CCN(C(=O)COC(=O)Cc2ccc(OC)cc2)CC1	2.5%	34*	-6	2	-5	-1.2	1%	12	4
O=C(NC1CCCCC1)c1ccc2c(c1)N(Cc1ccccc1F)C(=O)c1ccccc1S2	2.1%	-3	-7	6	4	0.6	-4%	-21	-1
O=C(CSc1nc2ccccc2c(=O)n1-c1ccccc1F)NC1CCS(=O)(=O)C1 (stereo unspecified)	0.5%	1	4	-1	-4	-0.7	/	0	0
CCOC(=O)C1CCN(C(=O)CN(Cc2ccccc2)S(C)(=O)=O)CC1	0.5%	0	1	2	4	0.9	2%	-8	6
Cc1nn(Cc2ccccc2)c2c1C(c1ccncc1)C(C#N)=C(N)O2 (stereo unspecified)	-0.6%	-2	-1	2	-2	0.3	-13%	/	-7
CCOC(=O)c1cccc(NS(=O)(=O)Cc2ccccc2)c1	0.1%	-3	-1	1	-2	-1.1	-14%	-5	-9
CCN1CCN(C(=O)CSc2cc(=O)n(CC)c3ccccc23)CC1	6.3%	8	-7	-1	-2	1.5	-11%	23	-9
CCOc1ccc(Br)cc1C1NC(=O)c2c(sc3c2CCN(C)C3)N1 (stereo unspecified)	5.6%	5	1	7	-1	0.6	-11%	0	-17
Cc1ccc(Cl)cc1N1CCN(C(=O)c2cccn2-c2nnc(N3CCCCC3)s2)CC1	6.7%	-3	-1	4	2	-0.4	-2%	8	7
CSc1ccc(/C=C(/NC(=O)c2ccc(C)cc2)C(=O)Nc2cccc(F)c2)cc1	0.5%	-2	-16	4	-5	1.2	11%	-3	5
CCOC(=O)N1CCN(C(=O)C(NC(=O)C2CCC(C)CC2)C(C)C)CC1 (stereo unspecified)	1.6%	-1	3	-1	-1	0.0	-11%	-2	-3
CCOC(=O)c1ccc(NC(=O)Nc2cccc(OCc3cc(=O)n4ccc(C)cc4n3)c2)cc1	6.3%	0	2	1	-2	0.3	-3%	0	-6
Cc1cc(C)c(S(=O)(=O)NCc2csc(-c3ccccc3)n2)c(C)c1	0.9%	7	-8	10	6	-0.5	0%	-18	-25
O=C(CN1C(=O)c2cccnc2Oc2ccc(Cl)cc21)N1CCCCCC1	0.0%	-9	9	2	-4	-0.4	-4%	1	-4
O=C(NCc1ccccn1)c1cc(-n2cnnc2)ccc1Cl	1.5%	9	5	4	-3	1.1	11%	-7	-7
N#Cc1nc(-c2ccco2)oc1NCCc1ccccc1	1.8%	-5	-3	-3	-8	-1.0	-5%	-19	-3
Fc1ccc(-c2nnc(CSc3nnc4ccccn34)o2)cc1	2.1%	-11	-6	1	-7	0.1	4%	-17	5
CCN(CC(=O)Nc1c(F)cccc1F)C(=O)c1ccc(C(F)(F)F)cc1	-0.4%	-4	3	0	-1	0.3	-2%	5	32
Cc1ccc(C)n1-c1ccc(C(=O)NN)cc1	-0.8%	-14	15	3	-4	0.7	-8%	-71*	8
O=C(Nc1ccc(C(=O)O)cc1)/C(=C\c1ccccc1)NC(=O)c1ccccc1	-0.9%	25	-12	3	0	0.1	-5%	-8	0
Cc1ccc(S(=O)(=O)c2ncccc2[N+](=O)[O-])cc1	-3.2%	-4	-9	2	-2	0.3	6%	-11	-17
CCn1c(CNC(=O)COc2ccc(C(C)C)cc2)nnc1SCC(=O)Nc1ccccc1F	2.3%	4	9	1	3	0.0	-19%	-33	1
CN(C)c1cccc(C(=O)Nc2ccc(-c3nc4ccccc4s3)cc2)c1	6.6%	6	7	2	2	0.3	33%[activator]	-25	0
Cc1nn(-c2ccccc2)c2sc(C(=O)Nc3ccc(Br)cc3)cc12	4.2%	0	-11	4	1	0.4	2%	4	-7
CC(=O)c1sc(NC(=O)c2cc(=O)c3ccccc3o2)nc1C	5.0%	0	3	4	3	0.4	1%	3	15
N/C(=N\OC(=O)COc1ccccc1)c1cccnc1	-1.0%	2	2	2	4	1.0	-2%	8	4
CC(=O)c1cccc(S(=O)(=O)NCCC(=O)Nc2ccc(S(N)(=O)=O)cc2)c1	1.2%	-2	12	6	-7	-2.2	-5%	-8	0
CC1Cc2ccccc2N1C(=O)CSc1ccccc1 (stereo unspecified)	-1.0%	4	-3	5	-3	-0.7	6.3µM*	-12	-17
O=C(CN(C(=O)c1csnn1)c1cccc2ccccc12)NCc1ccc(F)cc1	-1.8%	3	5	3	-11	1.0	9%	-10	-26
COC(=O)C1=C(CSc2nccn2C)NC(=O)NC1c1cc(C)ccc1C (stereo unspecified)	4.0%	1	6	3	2	-0.8	-17%	0	-4
